# iPSC survival up: increases survival of single human iPS cells; hiPSC single-cell survival, ATPlite luminescence; 100% = ROCK inhibitor wells, 0% = DMSO; survival enhancement, % at 20 µM; actives 0.044% (n = 360,000); AID 602274; in the data active = survival enhancement above about 18%;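 note: cells exposed to compounds for 16 hours before the ATP read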
# HIF-2a inh: inhibitors of HIF-2a. 786-0 RCC cells HIF-2a reporter, luciferase luminescence, overnight. inhibition, % at 18.8 µM. actives 0.72% (n = 360,000);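 active = inhibition of the luminescence signal of 40% or more relative to plate controls, in a single-dose primary screen at 18.75 µM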
# TRAIL sens C8: sensitizes caspase-8 expressing cells to TRAIL. actives 1% (n = 360,000). inhibition (viability loss, TRAIL sensitization), % at 10 µM. NB7+C8 cells + TRAIL, ATPlite viability luminescence;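 active = compounds causing at least 50% loss of cell viability in the single-dose screen, relative to plate controls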
# LMP1 NFkB inh: Epstein-Barr LMP1 NF-kappaB reporter inhibition; actives 0.69% (n = 350,000); AID 504558; inhibition, % at 12.5 µM; LMP1-induced NF-kappaB luciferase reporter cells, luminescence; in the data active = inhibition above about 41%;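 note: 0% = neutral control wells and 100% = reference inhibitor control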
# NR2E3 ag-1: human photoreceptor-specific nuclear receptor agonism | Q9Y5X4 | CHO-S Gal4-NCOR/VP16-NR2E3 two-hybrid, luciferase | inhibition of corepressor binding, % at 3.98 µM | actives 0.35% (n = 360,000) | AID 602229;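 active = inhibition above the mean of all tested compounds plus 3 SD, cut at about 70% in these data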;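 note: 0% = DMSO with NR2E3 transfected cells and 100% = cells lacking NR2E3 construct; higher means lower luciferase signal from less NR2E3 corepressor binding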
# Target sequence (Q9Y5X4 whole entry, looked up, the tested form may be a part): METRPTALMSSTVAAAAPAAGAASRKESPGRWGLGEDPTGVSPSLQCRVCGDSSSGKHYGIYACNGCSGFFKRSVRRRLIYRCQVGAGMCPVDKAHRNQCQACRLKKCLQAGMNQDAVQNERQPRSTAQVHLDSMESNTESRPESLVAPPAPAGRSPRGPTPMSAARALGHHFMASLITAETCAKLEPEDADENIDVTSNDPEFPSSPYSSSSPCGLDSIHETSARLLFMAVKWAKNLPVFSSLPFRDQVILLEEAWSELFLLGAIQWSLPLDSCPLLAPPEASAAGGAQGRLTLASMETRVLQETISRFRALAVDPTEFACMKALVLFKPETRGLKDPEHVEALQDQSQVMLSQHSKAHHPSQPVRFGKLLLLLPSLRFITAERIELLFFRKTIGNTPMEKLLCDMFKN
# Shn3 inh set2: inhibitors of Schnurri-3 3'UTR reporter in osteoblasts; Clone20 osteoblast Shn3 3'UTR firefly luciferase, 24 h; inhibition, % at 12.5 µM; actives 0.52% (n = 360,000);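 active = mean inhibition of at least 75% with every replicate also reaching 75%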;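 note: 0% = median of neutral control wells and 100% = pilot-screen positive control compound; some compounds past the cut are filed as inactive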
# KKLEB tox: CF airway cell cytotoxicity counter-screen; KKLEB CF airway cells viability, ATPlite luminescence, overnight; active compounds read low; cells stimulated with P. aeruginosa culture filtrate; activity change (cytotoxicity), % at 5 µM; actives 0.36% (n = 360,000); AID 602141;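 active = corrected activity change at or below -50% at 5 µM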
# CF NFkB block: blocks PAF-induced NF-kB reporter in cystic fibrosis cells; KKLEB NF-kB-GFP reporter, GFP fluorescence overnight; inhibition, % at 5 µM; actives 0.86% (n = 360,000);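 active = at least 50% inhibition at 5 µM, scaled per plate between neutral and stimulator controls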;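 note: PAF is a Pseudomonas aeruginosa culture filtrate used as stimulus; plate controls were PAF-stimulated DMSO wells for no effect and unstimulated DMSO wells for full effect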
# MITF TRPM1 inh: inhibitors of MITF-driven TRPM1 promoter in melanoma cells | SK-MEL-5 TRPM1 promoter luciferase, 24 h | inhibition, % at 12.5 µM | actives 0.83% (n = 330,000) | AID 488899;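 active = mean inhibition across replicates of 60% or more, whatever share of single replicates reaches that level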; note: values of inactives mirror those of a sister screen read the other way
# Peg3 prom inh: reduces Peg3 promoter-driven luciferase expression in HeLa; actives 1.7% (n = 360,000); HeLa PEG-Prom luciferase reporter, luminescence, overnight; inhibition, % at 20 µM;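 active = inhibition of at least 50% at 20 µM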
# NR2E3 ag-2: NR2E3 (human) agonism; Q9Y5X4; inhibition of corepressor binding, % at 4.78 µM; actives 0.12% (n = 320,000); AID 2300; GST-NR2E3/biotin-RetCOR TR-FRET, 1536-well;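 active = percent inhibition above the cutoff of mean plus 3 SD of all tested compounds, set per screening campaign, cut at about 20% in these data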;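 note: 0% = DMSO wells and 100% = biotin wells as full block of FRET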
#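 Format: 1536-well format; test system: GST-NR2E3 and biotin-RetCOR proteins; read-out basis: percent inhibition of TR-FRET ratio; timing: 5 h incubation at 4 °C; detection: time-resolved FRET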
# Starred values were filed as active, the others as inactive; x = not tested or not shown. Some of the compounds tested; the hit share may differ from the screen's.
SMILES,iPSC survival up,HIF-2a inh,TRAIL sens C8,LMP1 NFkB inh,NR2E3 ag-1,Shn3 inh set2,KKLEB tox,CF NFkB block,MITF TRPM1 inh,Peg3 prom inh,NR2E3 ag-2
CC1(C)Oc2ccc3ccc(=O)oc3c2[C@H](O)[C@H]1O,10,24,6,1,-20,-21,-4,10,4,-4,5
CCOc1ccccc1N1CC(C(=O)Nc2nccs2)CC1=O (configuration not stated),-3.4,11,-22,3,-14,0,5,-14,-2,-2,4
Cc1ccc(C)c(-n2c(SCC(=O)NCC3CCCO3)nnc2-c2ccoc2C)c1 (configuration not stated),-1.2,9,4,1,-13,-40,8,7,1,5,-1
FC(F)Sc1nnc(-c2cccs2)n1-c1ccccc1,2.6,4,4,5,-2,13,-1,-4,0,7,1
Cc1cc(NC(=O)CSc2nc3ccccc3c(=O)n2C(C)c2ccccc2)no1 (configuration not stated),-0.8,11,15,-12,-19,6,-7,2,3,36,5
CCCCNC(=O)C1(C)CCN1C(=O)Cc1ccc(OC)cc1 (configuration not stated),1.3,17,-9,x,12,-33,0,-9,x,5,x
Cn1c(=O)[nH]c(=O)c2c1nc(CN1CCN(c3cccc(Cl)c3)CC1)n2CCCc1ccccc1,1.8,0,3,-8,-2,3,-6,12,-15,20,4
COc1cccc(N2CCN(C(=O)CC(C)(C)CC3=NS(=O)(=O)c4ccccc4N3)CC2)c1,-0.3,22,-7,8,24,70,-2,28,-2,31,0
COc1ccc(N2CCN(C(=O)c3sc4ncn(CC(=O)N5CCCCC5)c(=O)c4c3C)CC2)cc1,-0.3,1,-5,8,-9,14,-2,-4,8,-16,-2
CC(=O)N(C(C)=O)c1ncnc2c1c(-c1ccc(Cl)cc1)nn2C(C)(C)C,0.1,39,2,15,-9,19,-12,34,7,34,4
Cn1c(Cc2ccccc2)nnc1SCC(=O)N1CCOCC1,1.1,-5,-4,-6,8,28,2,-22,11,-5,-2
COc1ccc(-c2nc(-c3cccc(C)c3)[nH]c(=O)c2C#N)cc1,-1.4,10,-2,2,-3,-12,-4,-4,-7,22,6
O=C(O)Cc1sc(Nc2ccc(F)cc2)nc1-c1cccs1,-0.7,-202,-2,-22,-96,-43,-16,-7,-9,-156,-1
O=[N+]([O-])c1cccc(Cl)c1NCCNS(=O)(=O)c1ccc(Cl)cc1,-2.0,18,-6,-7,-2,12,10,-20,-6,10,3
CC(C)(C)c1cc(C(=O)N/N=C/c2ccc(-c3ccccc3[N+](=O)[O-])o2)n[nH]1,-0.3,-223,15,-21,-8,-73,10,2,-5,-60,1
CCn1cc(/C=C(\NC(=O)c2ccccc2F)C(=O)N2CCCC2)c2ccccc21,-0.2,15,11,-5,-18,-6,7,-8,33,13,1
Cc1c(NC(=O)c2cccc(-c3cc4ccccc4oc3=O)c2)cccc1-c1nc2ncccc2o1,-1.1,-76,38,-6,-134,-11,-5,-33,-12,-15,-19
Cc1ccc2nc(CSc3nnc(Nc4ccccc4C)s3)cc(=O)n2c1,2.7,-7,13,6,-15,2,-4,11,9,-3,1
Cc1ccc(S(=O)(=O)N(C)c2ccc(C(=O)N(CC(C)C)C3CCS(=O)(=O)C3)cc2)cc1 (configuration not stated),-0.5,-3,-40,-1,1,-5,-5,2,7,6,0
Nn1cc(-c2ccccc2)nc1SCC(=O)N1CCN(S(=O)(=O)c2ccccc2)CC1,0.8,-15,-3,-4,-4,-5,5,5,-3,-2,4
CCOC(=O)[C@H]1[C@H]2COc3ccc(Br)cc3[C@@H]2N2C(=O)c3c(C)cc(C)cc3NC(=O)[C@@]12C,1.0,9,-3,-1,-48,-25,16,-11,7,-12,x
COC(=O)C1=C(C)Nc2ccc(C)cc2S1,-2.8,-79,1,-19,-17,-23,2,-10,-8,-79,2
Cc1nn(C)c(C)c1NC(=O)CSc1nc(C2CC2)nc2c1cnn2-c1ccccc1,4.4,19,7,15,6,81,-10,8,-1,8,2
CCCn1c(N)c(C(=O)CSc2nnc(-c3ccco3)n2Cc2ccccc2)c(=O)[nH]c1=O,0.0,12,-2,-3,-14,-7,4,-8,-13,-21,0
Cc1nc2sc(C(c3ccco3)N3CCN(C(c4ccccc4)c4ccccc4)CC3)c(O)n2n1 (configuration not stated),0.9,7,28,8,11,10,-5,21,x,16,-1
SMILES,iPSC survival up,HIF-2a inh,TRAIL sens C8,LMP1 NFkB inh,NR2E3 ag-1,Shn3 inh set2,KKLEB tox,CF NFkB block,MITF TRPM1 inh,Peg3 prom inh,NR2E3 ag-2
Cc1ccc(C)c(NC(=O)CN(C)C(=O)c2ccc3c(=O)n4c(nc3c2)CCC4)c1,-1.1,7,-1,7,-8,-15,-1,9,0,10,1
O=C(Nc1ccc2c(c1)OCCO2)c1ccc2nccnc2c1,-4.0,-194,68*,8,-129,-45,-12,12,-44,-93,4
Cc1ccc(C)n1-c1ccc(NC(=O)c2ccccc2)cc1,-2.7,4,28,-21,-10,-13,-2,-14,2,-138,-1
CCOC(=O)c1c(/N=C/C2C(=O)CCCC2=O)sc2c1CCCC2,0.2,-4,-4,-5,0,1,3,8,-14,-15,2
CC(OC(=O)Cn1[nH]c(=O)c2ccccc2c1=O)C(=O)Nc1cccc(Cl)c1 (configuration not stated),0.3,-12,-10,10,1,-76,-4,10,1,1,5
CCc1ccc(-n2nc3cc(C)c(N)cc3n2)cc1,-0.7,-122,66*,25,-180,9,-22,-2,12,-163,-2
CCC(=O)Nc1ccc(S(=O)(=O)Nc2c(C)nc3nc[nH]n3c2=O)cc1,-0.2,10,1,-2,-8,-2,-7,2,4,5,-1
O=c1nc2c(-c3cccc(Br)c3)n[nH]n2c2ccccc12,-0.1,-124,8,-31,-31,-16,-11,-25,-25,-293,-1
Cc1ccccc1OCCn1c(=O)oc2ccccc21,2.7,-44,0,3,-12,-13,-6,12,-11,-45,0
COc1ccc(Cl)cc1NC(=O)CN(C)C(=O)c1ccc(COc2ccccc2)cc1,-0.4,-56,5,-3,-4,17,-17,-3,-6,-5,1
O=C(NCCc1nnc2ccc(NCc3ccccc3Cl)nn12)c1ccccc1,-0.3,18,10,1,-31,4,-7,21,6,17,1
C=CCN1C(=O)C(Cc2ccc(F)cc2)S/C1=N/N=C/c1cccs1 (configuration not stated),0.9,12,5,5,-5,18,5,-3,2,5,0
COC(=O)c1cn(NC(=O)Cn2nc([N+](=O)[O-])c(Cl)c2C)c(=O)c2ccccc12,-0.3,16,-2,7,-1,-8,2,-9,-1,-2,1
Cc1ccnc(SCC(=O)c2cccc([N+](=O)[O-])c2)n1,-1.8,7,-3,-6,-8,-11,-1,5,-13,-9,3
O=C(O)CSCC(=O)NCc1ccc(Cl)cc1Cl,2.7,4,2,3,15,-1,0,2,1,14,0
COc1ccc2cc(C(=O)N3CCN(c4cccc(C)c4C)CC3)[nH]c2c1,0.4,-7,2,x,-3,2,14,-8,-27,-36,x
COc1ccnc(Oc2ccccc2)c1C(=O)N/C=N/OCc1ccccc1F,-0.5,23,-3,-6,-9,17,0,-31,-4,25,1
CCNC(=O)OCCC12CC3CC(CC(C3)C1)C2,1.2,-6,0,3,-35,-10,0,14,-16,-19,-2
CN(Cc1ccccc1)Cc1nc2c(c(=O)n(C)c(=O)n2C)n1CCCc1ccccc1,1.0,12,10,5,-4,-10,-6,-8,1,26,5
CC(O)CSc1nc2c(c(=O)[nH]c(=O)n2C)n1Cc1ccccc1 (configuration not stated),-0.3,-5,0,-9,19,3,-6,-1,-2,11,-4
COC(=O)c1cccc(C23CC4(C2)[C@H](CN(Cc2ccc(C(F)(F)F)cc2)[C@@H]4c2ccccc2)C3c2ccccc2)c1 (some centres not stated),-3.4,3,14,8,-43,17,-16,6,8,-43,-1
Cn1c(SCc2nc3ccccc3[nH]2)nnc1-c1ccccn1,-1.9,-6,-9,-2,11,-2,-1,8,1,-10,0
Cc1cc2nc(-c3ccc(Cl)cc3)c(Cc3cccc(F)c3)n2c(C)c1Br,-0.1,-39,32,x,66,-5,-22,18,x,-8,x
CCN(CC)C(=O)CSc1nc2cc(OC)c(OC)cc2c(=O)n1Cc1ccc(Cl)cc1,-0.7,24,-24,7,-9,8,11,-15,0,12,-4
O=C1C2(c3ccccc3)CN(CCCO)CC1(c1ccccc1)CN(CCCO)C2,-0.7,7,-6,10,-1,10,-9,15,7,8,1
SMILES,iPSC survival up,HIF-2a inh,TRAIL sens C8,LMP1 NFkB inh,NR2E3 ag-1,Shn3 inh set2,KKLEB tox,CF NFkB block,MITF TRPM1 inh,Peg3 prom inh,NR2E3 ag-2
CCOc1ccccc1NC(=O)c1ccc(S(=O)(=O)N(C)c2ccccc2)cc1,-0.3,8,-24,-7,-6,6,-8,-10,-1,11,3
CCCCN1C(=O)/C(=c2\sc3nc(=O)c(-c4ccccc4)nn3c2=O)c2ccccc21,-1.2,13,2,2,-14,5,0,-8,11,-2,0
Cc1ccc(SCC2CNc3nc4ccccc4c(=O)n32)c(C)c1 (configuration not stated),-0.8,-30,-3,-5,-24,3,8,-5,-18,-35,1
CCN(CC(=O)NCc1cccs1)S(=O)(=O)c1cccc(C(C)=O)c1,-1.4,11,8,-4,-20,28,-8,27,-6,2,-1
Cc1ccccc1C(=O)Nc1ccnn1C1CCN(C(=O)C2CCOC2)CC1 (configuration not stated),-0.5,5,-15,11,3,-63,-8,7,-11,6,0
COc1ccc(-c2c(S(=O)(=O)c3ccccc3)cnn2-c2ccccc2)cc1,-2.6,15,1,0,1,14,0,-12,3,3,-1
CCN(CCn1cccn1)C(=O)c1cc(COc2ccc(F)c(F)c2)on1,-0.6,-115,-22,-21,-19,-21,10,11,-68,-188,0
O=C(NNC(=O)c1ccc([N+](=O)[O-])cc1)c1ccc(NS(=O)(=O)c2cccs2)cc1,0.8,0,4,4,-28,-11,12,3,13,-1,x
COc1cc(C2C(C(C)=O)=C(O)C(=O)N2CCN(C)C)ccc1O (configuration not stated),-3.7,9,-3,-4,-14,11,-10,4,2,5,-1
Cc1cccc(OCC(=O)Nc2ccc(S(=O)(=O)Nc3ccccn3)cc2)c1,-2.8,31,-5,2,1,1,-4,17,-3,10,0
CC(C)(C)c1ccc(OC(=O)c2ccc3nsnc3c2)cc1,1.8,-17,-38,-2,-29,-1,7,-6,-4,-40,-1

# 3 entries out of the list above, sorted by the number in NR2E3 ag-2, high to low.
Structure | HIF-2a inh | LMP1 NFkB inh | NR2E3 ag-1 | Shn3 inh set2 | CF NFkB block | MITF TRPM1 inh | Peg3 prom inh | NR2E3 ag-2
CCOc1ccccc1NC(=O)c1ccc(S(=O)(=O)N(C)c2ccccc2)cc1 | 8 | -7 | -6 | 6 | -10 | -1 | 11 | 3
Cc1ccccc1C(=O)Nc1ccnn1C1CCN(C(=O)C2CCOC2)CC1 (configuration not stated) | 5 | 11 | 3 | -63 | 7 | -11 | 6 | 0
CC(C)(C)c1ccc(OC(=O)c2ccc3nsnc3c2)cc1 | -17 | -2 | -29 | -1 | -6 | -4 | -40 | -1

# Screening data from PubChem.
